Wee1 degr inh: inhibitors of human Wee1 degradation | P30291 | HeLa Luc-Wee1K328M stability, luciferase luminescence; 100% = proteasome inhibitor MG132 effect | reporter increase, % at 5 µM | 220,000 compounds, 1.2% hits;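 active = activation above the mean of all tested compounds plus 3 SD, set per screening run, cut at about 8.8% in these data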;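 note: cells exposed to compound for 20 h before luminescence read; 0% = DMSO alone and 100% = MG132 at 30 µM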
FXIa inh 1536: inhibitors of human coagulation factor XIa; AID 798; purified FXIa, Boc-Glu-Ala-Arg-AMC fluorogenic substrate; inhibition, % at 5 µM; 220,000 compounds, 0.14% hits;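 active = inhibition of at least 40%; inactive = inhibition below 40%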;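 note: fluorescence of freed AMC excited at 355 nm; 0% = enzyme without compound and 100% = no enzyme blank; many of its hits are not listed in these tables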
Target sequence (P03951 19-387 limits assumed): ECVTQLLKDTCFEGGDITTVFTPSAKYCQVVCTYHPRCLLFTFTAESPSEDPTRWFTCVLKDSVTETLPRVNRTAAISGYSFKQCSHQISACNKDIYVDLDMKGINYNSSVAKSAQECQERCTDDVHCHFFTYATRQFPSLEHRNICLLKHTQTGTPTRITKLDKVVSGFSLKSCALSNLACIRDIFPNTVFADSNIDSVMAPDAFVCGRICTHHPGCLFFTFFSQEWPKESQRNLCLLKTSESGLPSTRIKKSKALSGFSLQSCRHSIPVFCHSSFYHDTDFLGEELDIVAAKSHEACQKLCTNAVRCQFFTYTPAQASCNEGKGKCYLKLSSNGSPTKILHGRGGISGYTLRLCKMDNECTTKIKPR
Target sequence (P03951 388-625 limits assumed): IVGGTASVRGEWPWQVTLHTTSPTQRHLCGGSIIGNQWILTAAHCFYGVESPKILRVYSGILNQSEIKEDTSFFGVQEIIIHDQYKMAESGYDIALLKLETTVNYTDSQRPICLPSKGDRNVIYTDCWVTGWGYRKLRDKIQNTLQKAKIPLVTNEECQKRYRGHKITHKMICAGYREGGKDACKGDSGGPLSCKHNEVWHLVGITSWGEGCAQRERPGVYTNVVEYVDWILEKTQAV
thrombin 1536: thrombin (human) inhibition; P00734; alpha-thrombin, Boc-VPR-AMC fluorogenic substrate cleavage; inhibition, % at 5 µM; 220,000 compounds, 0.26% hits; AID 1046;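 active = inhibition at or above 40%; inactive = inhibition below 40%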;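 note: 0% = enzyme with no compound and 100% = wells without enzyme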
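Assay system: human alpha-thrombin enzyme. Reagent: Boc-VPR-AMC substrate, 15 µM final. Compound dosing: one concentration per compound, 5 µM, with 0.2% DMSO. Incubation: room-temperature reaction. Technique: AMC fluorescence, 355/460 nm. Measure: % inhibition relative to enzyme controls and enzyme-free blanks.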
FXIIa inh 1536: blocks human coagulation factor XIIa protease activity; AID 800; P00748; purified FXIIa, Boc-QGR-AMC fluorogenic substrate, 2 h; inhibition, % at 5 µM; 220,000 compounds, 0.3% hits; in the data active = inhibition above about 40%;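 note: 0% = enzyme with no compound and 100% = blank without enzyme; many of its hits are not listed in these tables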
KCC2 mod: modulators of human KCC2 chloride dependent transport. Q9H2X9. KCC2 cells, thallium flux FluoZin-2 fluorescence. B-score of Tl+ flux slope (higher = more flux/activation; lower = inhibition) at 10 µM. 190,000 compounds, 2.2% hits;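 active = thallium flux slope and its plate-corrected score both differing from the plate sample mean at a set confidence after two filtering rounds, in either direction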;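 note: slope of fluorescence scaled to starting intensity during 10 to 20 s after thallium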
PERK inh: inhibitors of human PERK kinase; Q9NZJ5; CHO PERK-DD fusion, SEAP luminescence translation reporter; inhibition, % at 5.6 µM; 220,000 compounds, 0.17% hits;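 active = inhibition above the mean inhibition of all tested compounds plus 3 SD, set separately per screening campaign, cut at about 2.9% in these data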;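 note: PERK kinase domain activated by AP20187 dimerizer at 100 nM; 0% = DMSO with dimerizer and 100% = rapamycin at 8.4 µM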
Furin inhibitor: inhibitors of human furin; 220,000 compounds, 0.061% hits; P09958; purified furin, fluorogenic substrate cleavage; inhibition, % at 30 µM; in the data active = inhibition above about 25%; note: inactives centre near -15
hK5 inh: inhibitors of human kallikrein 5 | recombinant hK5, fluorogenic AMC substrate cleavage | inhibition, % at 5 µM | 210,000 compounds, 0.59% hits | AID 873;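 active = inhibition of 40% or more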;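 note: 0% = enzyme controls without compound and 100% = no-enzyme blanks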
Target sequence (Q9Y337 67-293 limits assumed): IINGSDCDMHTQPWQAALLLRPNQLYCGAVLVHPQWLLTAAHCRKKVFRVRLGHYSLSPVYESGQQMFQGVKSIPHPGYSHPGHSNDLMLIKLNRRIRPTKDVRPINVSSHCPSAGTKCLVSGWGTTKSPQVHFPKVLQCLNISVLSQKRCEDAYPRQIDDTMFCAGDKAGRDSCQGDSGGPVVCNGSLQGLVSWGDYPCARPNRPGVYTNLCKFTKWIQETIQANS
p97 ATPase inh: blocks human p97 ATPase activity; 220,000 compounds, 0.42% hits; recombinant p97 ATPase, Kinase-Glo ATP luminescence, 3 h; AID 1481; inhibition, % at 8 µM; P55072; in the data active = inhibition above about 15%;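 note: 0% = DMSO vehicle and 100% = wells lacking enzyme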
An asterisk follows results filed as active; · = no result given; [ ] = another dose, or the depositor's remark.

Wee1 degr inh,FXIa inh 1536,thrombin 1536,FXIIa inh 1536,molecule,KCC2 mod,PERK inh,Furin inhibitor,hK5 inh,p97 ATPase inh
4,4,0,20,CCOC(=O)CNC(=O)CSc1nc(N(C)C)nc(N2CCOCC2)n1,-0.15,0.4,-21[20 µM],-9,3
2,0,5,10,COc1cc(OC)cc(C(=O)N=c2sc3ccccc3n2C)c1,-0.049,0.4,-33,2,6
2,9,-9,13,CCOc1ncccc1C(=O)OCC(=O)Nc1c(C)cccc1C,0.22,0.2,-14[20 µM],-17,0
-1,-12,1,10,Cc1nc(C(=O)NCC(=O)c2ccc(Cl)cc2)c(C(F)(F)F)o1,-0.71,-0.1,-8,-5,1
-1,0,4,16,c1cnc(N2CCN(Cc3c[nH]c4ccccc34)CC2)nc1,0.025,0.4,-22,-9,2
0,0,4,9,Cn1c(CN2CCOCC2)nnc1SCC(N)=O,0.8,0.7,-10[20 µM],8,4
-1,-1,-11,6,COc1ccc(/C=C/C(=O)NCC(=O)N/N=C/c2ccc(OC)cc2)cc1,0.84,-0.1,-20,1,5
2,5,-2,8,CCCCC(=O)Nc1cccc(NC(=O)c2cccnc2Cl)c1,0.79,0.7,-5,5,3
-2,-2,12,4,O=C(CN1CCc2ccccc21)NCc1ccccc1Cl,-0.039,0.0,-8,-2,-1
2,8,1,13,CCOC(=O)c1ccc(NC2c3ccccc3C(=O)N2c2cccnc2)cc1 (centres undefined),-0.8,-1.2,5,-4,-4
2,-6,0,12,CC(C)C(=O)Nc1ccc2c(c1)nc1n2CCSC1,-0.34,1.0,-5[20 µM],-13,3
1,-4,-13,2,CCC1(c2ccc(Cl)cc2)NC(=S)N(c2ccc(C)c(C)c2)N1 (centres undefined),93*,0.8,-17,-4,-1
-4,0,-2,11,CN1CCN(C(=O)c2cnn(-c3ccccc3)c2NC(=O)c2ccccc2)CC1,0.54,0.5,-26,5,-2
-2,2,-9,5,CN(c1nc2ccccc2n2c(C3CC3)nnc12)S(=O)(=O)c1ccccc1,-0.43,0.0,-19,1,-3
-1,19,2,29,O=C(CCC(=O)c1ccccc1)Nc1cccnc1,·,-0.8,-9[20 µM],-23,-6
0,5,0,12,Cc1cc2c(N3CCCCC3C)ncnc2s1 (centres undefined),-0.43,-0.6,-15,-6,1
-2,4,-7,11,Cc1ccc(NC(=S)N(C)Cc2cn(C)c3ccccc23)cc1,-0.32,0.2,-7,-16,3
2,25,-5,25,O=C1NN(c2ccccc2)C(=O)/C1=C/c1coc2ccccc2c1=O,-2.8,0.2,-18,-6,7
-2,1,-4,8,Cc1ccc(Sc2ccc(CN3CCCCC3)cc2[N+](=O)[O-])cc1,-0.81,0.3,-7,·,0
1,4,-4,15,COc1ccc(-n2c(=O)c3ccccc3c3ccccc3c2=O)c(OC)c1,0.33,1.4,-9,-4,6
3,-6,-6,3,Cc1cccc(Cn2c(N3CCN(c4ccccc4)CC3)nc3c2c(=O)n(C)c(=O)n3C)c1,-0.8,-0.8,-9,-6,-2
2,5,-8,12,O=C(Nc1ccc2c(c1)OCCO2)C1CCCN1S(=O)(=O)c1cccc2cccnc12 (centres undefined),0.058,-0.2,-16,-7,7
0,5,3,20,CC(C)(C)c1ccc(NC(=O)CC2(C(F)(F)F)OCCO2)cc1,0.65,1.1,-17,-15,-4
-1,-6,-5,7,CC(=O)c1c(C)n(CC(=O)NCc2ccco2)c2ccccc12,-0.28,0.7,-15,-3,1
0,-5,-16,7,CCOC(=O)C1(Cc2ccccc2)CCN(Cc2cccn2-c2nccs2)CC1,-0.032,0.0,-12,-1,-5
3,3,-6,10,Cc1ccc(N(CC(=O)NC2CCCCC2)C(=O)Cn2nnc(-c3ccc(C)o3)n2)cc1,0.22,-0.4,-22,-4,3
·,1,2,10,COc1cc(OC)c2ccc(=O)oc2c1C(CCN1CCCCC1)c1ccc(N(C)C)cc1 (centres undefined),-0.5,·,-75,4,·
-1,-1,-2,15,Cc1sc(/N=C/c2c(O)ccc3ccccc23)c(C#N)c1C,-4,-0.1,-18[20 µM],-22,-1
-3,0,0,1,O=C(CCn1cccc1)Nc1cccc(F)c1,·,0.2,-3,-8,8
6,2,1,5,CC1=CC(C)(C)N2C(=O)C3(C(C#N)=C(N)OC4=C3C(=O)CC(C)(C)C4)c3cccc1c32 (centres undefined),·,1.0,-24,7,2

KCC2 mod, hit marks shown above
Wee1 degr inh,FXIa inh 1536,thrombin 1536,FXIIa inh 1536,molecule,KCC2 mod,PERK inh,Furin inhibitor,hK5 inh,p97 ATPase inh
1,-4,-13,2,CCC1(c2ccc(Cl)cc2)NC(=S)N(c2ccc(C)c(C)c2)N1 (centres undefined),93*,0.8,-17,-4,-1

Other entries
Wee1 degr inh,FXIa inh 1536,thrombin 1536,FXIIa inh 1536,molecule,KCC2 mod,PERK inh,Furin inhibitor,hK5 inh,p97 ATPase inh
-1,-4,-2,11,COc1ccc(CNCC(O)(c2ccccc2)c2ccccc2)cc1OC,0.26,0.6,-27,1,0
1,0,-1,11,Cc1ccc(CCN2C(=O)c3ccccc3C2C(=O)NCc2cccnc2)cc1 (centres undefined),-0.15,-0.3,-25,-1,-4
-3,1,-1,16,CC(=NCCN1CCNCC1)C1=C(O)CC(C)(C)CC1=O,0.29,1.6,-28,-20,3
0,-4,-9,2,COc1ccc(C(C)NC(=O)C2C(=O)NC3(C)CC2c2ccccc2O3)cc1 (centres undefined),1.1,0.1,-8,-6,-5
-1,3,-3,4,O=C(O)C(Cc1ccccc1)N1CCS(=O)(=O)CC1 (centres undefined),0.84,-0.2,-9,-4,11
2,1,-3,7,O=C(Cn1nc(-c2ccccc2)c2ccccc2c1=O)Nc1ccc2c(c1)nc1n2CCOC1,·,0.3,-18,4,5
0,0,3,19,O=C(OCc1ccccc1)Oc1cncc(C(=O)O)c1,0.84,2.2,-25[20 µM],2,4
3,-4,-4,1,CCOc1nc(-c2ccccc2)ccc1-c1noc(-c2ccco2)n1,0.37,0.9,-17[20 µM],12,0
3,1,1,7,COc1ccc(C(=O)OCN2C(=O)c3ccccc3C2=O)cc1,-0.56,0.9,-12,0,2
-3,-7,-15,1,N#C/C(=C\c1ccco1)C(=O)NCc1ccccc1,0.96,0.0,2,-4,0
-1,-4,-3,7,O=C1c2cccc3cccc(c23)C(=O)N1c1nncs1,-0.56,0.3,-7,8,0
7,-3,-9,4,CCCS(=O)(=O)c1c(S(=O)(=O)CCC)c2ccc(C(N)=O)cn2c1C(=O)c1ccc(OC)cc1,0.047,0.3,-24,-7,6
2,-5,-6,-7,COc1cc(C2N(c3ccccc3)CCN2c2ccccc2)cc(OC)c1OC,0.31,0.9,-21,-4,5
-2,-1,0,-3,CCOc1ccc(OCC)c(-c2c(=O)n(OCc3ccc(C(C)(C)C)cc3)c3ccccc3[n+]2[O-])c1,·,-0.9,-9[20 µM],6,-8
5,-1,-3,4,O=C(NCCc1ccccc1)C(=O)c1c(-c2ccccc2)[nH]c2ccccc12,-1.3,0.3,-8,-14,5
-1,-2,2,3,CCn1ccnc1CN1CCc2c([nH]c3ccccc23)C1C1CCCCC1 (centres undefined),·,0.4,-12,-1,1
0,3,2,·,COc1ccc(NC(=O)C(c2ccccc2)c2ccccc2)cn1,-1.9,0.1,-16,5,-1
2,-4,-13,1,CCn1c(OC)nc2c1c(=O)n(C)c(=O)n2C,-0.15,1.2,-12,-5,3
3,2,13,14,O=C(NCc1ccc2c(c1)OCO2)C1CCN(S(=O)(=O)c2cccs2)CC1,-0.51,0.6,-25,8,1
2,8,-3,9,N#Cc1ccc(N2Cc3ccccc3/C2=N/C(=O)Nc2ccc(Cl)cc2)cc1,0.32,-0.2,-10,-9,-7
1,19,-1,26,CC(Sc1nnc(NCc2ccccc2)s1)C(=O)Nc1ccc2c(c1)C(=O)c1ccccc1C2=O (centres undefined),-0.59,-0.3,-23,-7,10
-1,19,-3,6,Cc1ccc(/C=N/n2c(C)cc(C)c(C#N)c2=O)o1,-0.095,0.5,-11,-10,0
-1,0,0,9,CC(=O)NCC(=O)NNC1CC(=O)N(c2cccc(Cl)c2)C1=O (centres undefined),1.4,0.7,-20,1,5
9.4*,8,-4,15,CSc1ccccc1NC(=O)c1cc(-c2cccs2)on1,1.2,0.6,-17,-6,4
3,2,1,7,COc1cc(/C=N\Nc2cc(=O)n(C)c(=O)n2C)ccc1O,0.77,0.2,-1,-3,2
6,8,4,10,CCOC(=O)c1ccc2c(c1)C1C=CCC1C(C(=O)O)N2 (centres undefined),0.013,0.1,-15,-52,2
-1,4,1,15,Fc1ccc(CSc2nncn2NCc2ccccc2)cc1,-1.7,0.9,-14[20 µM],-8,2
-2,1,0,-1,COc1cc(CNC2CCCC2)cc(Cl)c1OCc1ccccc1Cl,·,-0.5,-29[20 µM],1,-5
1,-3,-4,6,COc1ccccc1NS(=O)(=O)c1cc([N+](=O)[O-])ccc1N/N=C/c1c[nH]c2ccccc12,-0.013,-0.6,-8[20 µM],14,0
-2,-1,-7,3,O=c1[nH]c(SCc2cccc(F)c2)nc2ccccc12,1.6,-1.4,-6,-1,-4

Shown with the structure last: part of the list above
Wee1 degr inh | FXIa inh 1536 | thrombin 1536 | FXIIa inh 1536 | KCC2 mod | PERK inh | Furin inhibitor | hK5 inh | p97 ATPase inh | Compound
7 | -3 | -9 | 4 | 0.047 | 0.3 | -24 | -7 | 6 | CCCS(=O)(=O)c1c(S(=O)(=O)CCC)c2ccc(C(N)=O)cn2c1C(=O)c1ccc(OC)cc1
2 | -5 | -6 | -7 | 0.31 | 0.9 | -21 | -4 | 5 | COc1cc(C2N(c3ccccc3)CCN2c2ccccc2)cc(OC)c1OC
-2 | -1 | 0 | -3 | · | -0.9 | -9[20 µM] | 6 | -8 | CCOc1ccc(OCC)c(-c2c(=O)n(OCc3ccc(C(C)(C)C)cc3)c3ccccc3[n+]2[O-])c1

(next part)
Wee1 degr inh,FXIa inh 1536,thrombin 1536,FXIIa inh 1536,molecule,KCC2 mod,PERK inh,Furin inhibitor,hK5 inh,p97 ATPase inh
0,8,-2,11,Cc1ccc(S(=O)(=O)C2C(=O)N(C)C3(C)CC2c2ccccc2O3)cc1C (centres undefined),1.2,0.7,-10,-3,4
-3,-2,-4,7,Cc1nn(CC(=O)NC(C)c2ccccc2)c(C)c1[N+](=O)[O-] (centres undefined),-1.1,0.6,-27,-1,7
2,2,1,7,COc1ccc(NC(=O)CC2SC(=NCC3CCCO3)NC2=O)c([N+](=O)[O-])c1 (centres undefined),·,1.0,-23,-9,2
1,7,5,18,CCOc1ccc(CCNC(=O)C(O)c2ccccc2)cc1 (centres undefined),0.36,0.9,-24,-7,5
-3,-1,-4,17,COc1cccc(NC(=O)Nc2ccccc2Br)c1,-0.42,1.4,-18,·,3
-2,-4,-2,12,CCOC(=O)c1cc(C(=O)c2cc(F)ccc2O)coc1=N,-0.0042,0.3,-14,12,1
6,1,2,8,O=C(NCc1ccc(F)cc1)C(=O)NCC1OCCN1C(=O)c1ccc(Cl)cc1 (centres undefined),-0.96,-0.5,-13,13,2
7,4,-6,3,COc1ccc(-c2cn3cccc(C)c3n2)cc1Br,-0.73,0.5,-28,-8,0
5,0,-2,3,COc1ccc(-c2coc3cc(O)cc(O)c3c2=O)cc1OC,0.7,-1.3,-3,1,-5
4,-6,10,4,O=C(C1CCCCC1)N1CCCc2ccccc21,·,0.6,-20[20 µM],33,1
5,-7,-12,-3,O=C(CCCOc1ccc(Cl)cc1)Nc1nncs1,-0.8,1.6,-12,-16,-1
-1,-3,-2,8,O=C(/C=C/c1ccc([N+](=O)[O-])cc1)NCCSCc1ccco1,-1.3,0.1,6,-22,1
